Screening results (PubChem BioAssay)
TDP2 absorb – TDP2 (human) inhibition, absorbance primary screen. actives 0.34% (n = 370,000). O95551. inhibition, % at 12.8 µM. AID 720702. recombinant TDP2, T5PNP hydrolysis, p-nitrophenol absorbance 415 nm;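 active = inhibition above the mean of all tested compounds plus 3 SD, set per campaign, cut at about 25% in these data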;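 also: 0% = DMSO with enzyme and 100% = buffer with substrate but no TDP2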
Target sequence (O95551 whole entry, looked up): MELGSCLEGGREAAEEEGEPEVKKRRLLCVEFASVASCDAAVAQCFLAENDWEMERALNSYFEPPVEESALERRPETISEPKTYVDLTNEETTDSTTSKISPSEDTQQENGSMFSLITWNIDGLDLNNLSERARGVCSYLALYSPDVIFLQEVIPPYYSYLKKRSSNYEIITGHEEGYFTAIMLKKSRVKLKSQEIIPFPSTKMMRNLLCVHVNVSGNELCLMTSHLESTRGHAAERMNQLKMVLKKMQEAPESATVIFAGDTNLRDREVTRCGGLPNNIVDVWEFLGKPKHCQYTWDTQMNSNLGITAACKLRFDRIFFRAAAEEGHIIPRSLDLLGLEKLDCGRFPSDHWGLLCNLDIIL
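Material: recombinant human TDP2; quantity: TDP2 enzyme at 120 nM final; medium: Tris-HCl pH 7.5 with MgCl2; compound: single concentration, 12.8 µM nominal, with 1% DMSO; incubation: 2 h enzyme incubation at 37 °C; signal: epi absorbance; measure: percent inhibition; benchmarks: high control without enzyme, low control DMSO plus TDP2; repeats: singlicate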
DDE Tn6 FP inh – disrupts Tn6 cyclic peptide binding to fibrin D-Dimer-E complex; inhibition, % at 8.3 µM; actives 0.21% (n = 370,000); Fibrin DD(E) TRITC-Tn6 fluorescence polarization displacement;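 active = inhibition above a per-campaign cutoff: mean of compounds within control limits plus 3 SD, cut at about 15% in these data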;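 also: 0% = median of all compound wells on the plate and 100% = blocking peptide control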
Tn7 DDE FP – disrupts Tn7 cyclic peptide binding to fibrin D-Dimer-E complex. P02675. FP displacement of FITC-Tn7 peptide from fibrin DD(E); 0% = median of compound wells per plate. inhibition, % at 8.3 µM. actives 0.13% (n = 370,000). AID 720508;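 active = inhibition above the mean of compounds falling within the control limits plus 3 SD of them, cut at about 14% in these data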;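 also: 0% = plate median of compound wells and 100% = 10 µM Aha-Tn7 peptide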
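Assay system: Human fibrin DD(E) protein | Medium: Tris buffer with calcium and detergent, pH 7.8 | Reagent: 0.1 µM fluorescent Tn7 | Compound dosing: Single point at 8.3 µM | Times: 10 min preincubation, 3 h with tracer, room temperature | Detection: Fluorescence polarization of the labelled Tn7 tracer | Controls: Aha-Tn7 high control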
PRMT1 FP inh – PRMT1 (human) inhibition, primary screen; Q99873; recombinant PRMT1, activity-based probe fluorescence polarization; inhibition, % at 2.79 µM; actives 1.3% (n = 370,000);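 active = inhibition above about 21% made by adding two undisclosed values, limit read from the data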
proKLK7 act – activates the human kallikrein-7 zymogen. activation, % at 7 µM. P49862. actives 0.9% (n = 370,000). purified proKLK7, EDANS-DABCYL substrate fluorescence; 100% is mature enzyme control, 0% vehicle;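 active = activation above the mean of all tested compounds plus 3 SD, computed per campaign excluding outliers beyond control limits, cut at about 13% in these data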
Target sequence (P49862 whole entry, looked up): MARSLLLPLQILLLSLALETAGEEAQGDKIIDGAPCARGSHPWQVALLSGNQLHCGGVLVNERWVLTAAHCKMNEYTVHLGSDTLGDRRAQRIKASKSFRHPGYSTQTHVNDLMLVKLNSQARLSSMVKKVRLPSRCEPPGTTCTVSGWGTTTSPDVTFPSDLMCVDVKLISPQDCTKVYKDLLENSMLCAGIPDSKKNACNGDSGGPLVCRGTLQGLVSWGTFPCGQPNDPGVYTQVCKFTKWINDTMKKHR
MBD2 DNA inh – blocks human MBD2 binding to methylated DNA. Q9UBB5. TR-FRET, MBD2 binding to methylated oligonucleotide. inhibition, % at 4.4 µM. actives 0.31% (n = 370,000); in the data active = inhibition above about 13%
Target sequence (Q9UBB5 whole entry, looked up): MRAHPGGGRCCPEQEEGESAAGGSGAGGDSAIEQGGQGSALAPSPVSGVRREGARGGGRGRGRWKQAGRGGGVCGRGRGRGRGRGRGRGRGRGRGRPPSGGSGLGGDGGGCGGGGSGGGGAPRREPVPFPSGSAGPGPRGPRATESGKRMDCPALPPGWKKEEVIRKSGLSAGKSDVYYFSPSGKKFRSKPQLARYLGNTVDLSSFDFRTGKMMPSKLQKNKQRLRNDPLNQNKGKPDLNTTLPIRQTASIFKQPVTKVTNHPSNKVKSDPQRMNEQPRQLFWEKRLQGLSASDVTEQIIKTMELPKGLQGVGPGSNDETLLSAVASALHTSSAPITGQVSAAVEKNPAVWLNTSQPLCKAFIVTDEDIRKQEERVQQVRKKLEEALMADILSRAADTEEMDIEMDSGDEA
LEDGF integ inh – blocks HIV-1 LEDGF/p75-dependent DNA integration; inhibition, % at 3.7 µM; actives 0.64% (n = 370,000); TR-FRET IN-LEDGF/p75 DNA integration, Eu/Cy5; AID 743269;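 active = inhibition above the screen-wide mean plus 3 SD, cut at about 13% in these data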;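 also: signal is the Cy5 over europium emission ratio at 671 and 618 nm; 0% = plate median of compound wells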
UHRF1 MBD2 ctr – human UHRF1 methylated DNA binding inhibitors; UHRF1 binding to methylated oligo, TR-FRET; inhibition, % at 4.4 µM; actives 0.75% (n = 370,000); AID 687016; in the data active = inhibition above about 21%;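 also: UHRF1 SRA domain binding a hemimethylated CpG hairpin DNA probe; 0% = median of test compound wells and 100% = reference inhibitor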
SIAE primary – blocks human sialic acid acetylesterase. AID 1053197. actives 0.69% (n = 370,000). SIAE FP-Rh probe binding, fluorescence polarization. inhibition, % at 9.66 µM. Q9HAT2;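 active = inhibition above a cutoff: mean of compounds within the control limits plus 3 SD of those, cut at about 17% in these data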;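 also: 0% = plate median of compound wells and 100% = probe without SIAE protein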
TCR CD3 inh – human TCR-CD3 binding inhibition. actives 0.37% (n = 360,000). TAMRA-labeled TCR probe fluorescence, biochemical. AID 651800. inhibition, % at 9.4 µM; in the data active = inhibition above about 19%;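 also: recombinant mutant TCR 2C K166C tagged with TAMRA read by polarization; 0% = receptor in buffer alone and 100% = receptor with positive control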
Numbers without * were called inactive.

SMILES	TDP2 absorb	DDE Tn6 FP inh	Tn7 DDE FP	PRMT1 FP inh	proKLK7 act	MBD2 DNA inh	LEDGF integ inh	UHRF1 MBD2 ctr	SIAE primary	TCR CD3 inh
O=C(NCc1cccnc1)C(=O)NCC(c1ccco1)N1CCN(c2ccccc2)CC1 (stereo not drawn)	-5	-1	-9	-2	0.1	-5	2	2	-5	-4
COc1cc2c(cc1OC)CN(C(=O)c1ccncc1)CC2	-9	2	4	-2	11	-2	6	-3	2	6
Cc1cccc(C)c1NC(=O)CNC(=O)CNC(=O)c1ccc2c(c1)OCO2	-1	7	-2	0	-0.4	3	0	0	-7	4
C/C(=C\C(=O)c1ccc(C)cc1)Nc1cccc(O)c1	1	-3	0	7	0.9	-1	-3	-7	4	0
O=C/C(=C\Nc1ccc(C(=O)N2CCOCC2)cc1)c1nc2ccccc2o1	-13	-2	-3	-4	-0.4	-7	7	-3	-2	-3
O=C(COC(=O)c1ccc([N+](=O)[O-])o1)Nc1ccc2c(c1)OCO2	2	-5	2	3	0.0	1	-1	-5	4	0
COCCCNC(=S)NNC(=O)c1cc(-c2ccncc2)nc2ccccc12	2	8	7	0	-0.3	0	-3	-6	4	6
COc1ccc2[nH]c(=O)c(CN(C(C)=O)c3ccc(C)cc3C)cc2c1	-11	-1	4	0	0.6	1	-2	2	6	9
CC(=O)Nc1ccc(Nc2nc3ccccc3n3cnnc23)cc1	0	-7	-7	0	0.5	-2	-2	-2	-5	-8
CC(C)(C)N(CC#CCC1(O)c2ccccc2-c2ccccc21)CCO	9	-3	4	-2	-0.5	9	1	7	10	8
Cc1ccc(S(=O)(=O)Nc2nc(N)n(-c3ccccc3)n2)cc1	13	-3	-4	-2	0.0	-1	0	-1	6	2
Cc1cc2cc(CN(C(=O)C3CC3)C3CCCC3)c3nnnn3c2cc1C	12	5	6	-1	0.3	4	-5	1	-1	-4
O=C(NCCCn1ccnc1)c1ccc2nccnc2c1	6	1	-3	-6	-0.5	-1	3	-2	5	2
Cc1ccc(C)c(-c2cc(C(=O)NNC(=S)NCC(C)C)c3ccccc3n2)c1	-4	-1	-11	-1	0.4	0	-13	-6	0	4
CC(C)(C)c1ccc(C(=O)N2CCC(C(=O)c3ccccc3)CC2)cc1	-15	2	9	2	-0.3	-1	-3	-2	-11	5
CCCCn1c(N)c(N(CC(C)C)C(=O)c2ccc(Br)o2)c(=O)[nH]c1=O	3	9	0	-2	-0.1	4	-4	0	0	4
Cc1cc(C)nc(SC(C)C(=O)O)n1 (stereo not drawn)	-6	1	-1	2	0.2	1	1	1	-7	3
O=C(CCS(=O)(=O)c1ccc(Br)s1)NC1CCCC1	-8	-3	0	-1	-0.5	4	0	0	8	2
O=c1[nH]c(CN(CCO)CCO)nc2c1C1(CCCCC1)Cc1ccccc1-2	-7	-1	-1	-1	-0.5	2	1	1	-6	-6
Cc1ccc(S(=O)(=O)N2CCC(C(=O)OC(C)C(=O)NCc3ccc4c(c3)OCO4)CC2)cc1 (stereo not drawn)	7	-2	-2	-2	0.6	-4	1	0	8	8
CC(=O)c1cccc(NC(=O)C(C)OC(=O)CN2C(=O)NC(C)(C)C2=O)c1 (stereo not drawn)	9	-5	0	3	-0.5	4	-2	2	2	-9
Cc1nnc(NN2CCOCC2)[nH]c1=O	9	-6	-2	-1	-0.3	-1	4	-1	4	9
Cc1cccc2c(=O)n(C(=O)c3ccccc3)c(N)nc12	1	6	0	3	0.1	0	0	-4	-7	6
Cc1cccc(C)c1-n1c(C)cc(/C=C2\C(=O)NN(c3ccccc3)C2=O)c1C	1	-2	-6	-1	-0.6	-2	3	-2	4	-3
CCC1(C)NC(=O)N(CC(=O)c2cc(C)n(C3CC3)c2C)C1=O (stereo not drawn)	1	2	2	1	0.3	3	0	5	1	-6
Cc1ccc(N(CN2CCCC2=O)C(=O)c2ccccc2)cc1	11	0	-9	-3	0.1	17*	-1	-4	6	0
COC(=O)c1ccc(COc2ncnc3c(Cl)cc(Cl)cc23)o1	11	1	1	0	0.5	7	2	13	0	-4
COc1ccc(CNC(=O)C(=O)c2cn(CC(=O)N3CCCC3)c3ccccc23)cc1	-11	6	0	4	-0.8	1	5	12	-2	-7
Clc1ccc(OCCCN2CCc3ccccc3C2)c(Br)c1	-8	1	-5	6	0.7	6	-1	2	3	-2
CC(=O)NC1(C(F)(F)F)C(=O)Nc2c1c(=O)n(C)c(=O)n2C (stereo not drawn)	-8	1	-2	-2	0.3	4	1	-1	2	5
Cc1ccc(C(C)C)c(OCc2nc(-c3nonc3N)no2)c1	-5	0	-2	5	0.4	-4	1	-1	0	-5
CC(C)NC(=O)N(C)C[C@@H]1OCc2cn(nn2)CCCC(=O)N([C@H](C)CO)C[C@H]1C	8	4	2	1	-0.8	1	0	0	0	3
O=C(CCN(NC(=O)c1ccccc1)C1=NS(=O)(=O)c2ccccc21)NC1CCCCC1	10	-3	0	3	-0.5	2	-3	4	-5	-6
O=C(O)CNS(=O)(=O)c1ccc2[nH]c(=O)c(=O)[nH]c2c1	3	-2	-1	6	1.2	5	4	5	-6	-6
COc1ccc(Cl)cc1NC(=O)C(C)N(C)Cc1cccc(Cl)c1Cl (stereo not drawn)	6	3	-1	-2	-0.5	2	-3	-1	-6	5
CCN(CC(=O)Nc1ccc(OC)cc1)C(=O)c1ccc(N2CCCC2=O)cc1	3	-3	-1	-2	-0.4	2	2	4	-4	-4
COc1cc(C(=O)OC2CCOC2=O)cc(Cl)c1OC (stereo not drawn)	-4	5	6	3	0.2	1	-3	-1	-7	-2
Cc1nc(Cl)c(Cl)n1CCOc1ccccc1	1	-1	-9	-1	-0.2	-1	4	0	4	0
CCOC(=O)C[C@H]1c2ccccc2S(=O)(=O)N1Cc1ccc(Cl)cc1	3	6	-2	-2	-0.7	-3	3	0	4	5
O=C1[C@H]2[C@@H](c3ccc(F)cc3)N3C(=O)N(c4ccc(C(F)(F)F)cc4)C(=O)[C@@]3(Cc3ccccc3)[C@H]2C(=O)N1C1CCCCC1	-6	4	10	-2	0.2	-3	0	-1	-22	4
CCN(C(=O)COC(=O)c1cc2c(s1)CCCC2)c1c(N)n(Cc2ccccc2)c(=O)[nH]c1=O	1	-8	4	-5	0.4	-1	2	3	-3	-5
Cc1ccc(/C=N/NC(=O)C2(C)CC2(Br)Br)cc1 (stereo not drawn)	5	0	6	-1	-0.3	4	-2	0	3	3
NC(=O)NC(=O)COC(=O)CC12CC3CC(CC(C3)C1)C2	-16	0	-4	-3	0.0	2	0	6	-4	-5
CSCCC(c1nc2ccccc2[nH]1)n1c(=O)c(-c2cccnc2)nc2ccccc21 (stereo not drawn)	-4	-12	-1	9	-0.5	5	3	0	1	-6
CCCc1nc2ccc(C)cn2c1Cc1ccc(C)cc1	-1	7	9	-1	0.1	11	14*	21*	14	-4
CC1CCN(c2ccc(/C=N/n3nnnc3N)cc2[N+](=O)[O-])CC1	-22	-1	-2	-2	-0.4	-5	3	-3	0	-2
CCOc1ccc(-c2nc(-c3ccncc3)no2)cc1OCC	15	3	-4	0	-0.3	-5	0	1	1	4
CC1(C)Cc2ccccc2-c2nnnn21	-5	-6	5	-2	-0.3	-2	-1	7	3	-3
Cc1ccc(S(=O)(=O)N2CCN(S(=O)(=O)N3CCCCCC3)CC2)cc1	-6	-1	-4	1	0.5	-1	0	0	-3	4
O=C(COC(=O)C1CCCCC1)NCCc1ccccc1	0	0	8	1	-0.3	-7	-6	-2	-2	4
O=C(NNC(=O)c1ccccc1C(=O)O)c1ccc(O)cc1	3	0	2	-3	0.0	-7	5	-1	8	4
Cc1ccc(C2NC(C(=O)O)CS2)cc1 (stereo not drawn)	1	-9	-1	16	-0.5	10	-3	8	-8	-7
CCC(=O)Nc1ccc(Cl)c(NC(=O)c2cccc(OC)c2)c1	7	0	3	-1	0.1	1	0	-1	-1	10
COc1cccc(/C=C/C(=O)OCCN2C(=O)c3ccccc3C2=O)c1	2	-3	0	7	3.8	-2	-3	0	-2	-6
O=C(CSc1nnc(NC(=O)c2ccccc2F)s1)NC1CCCC1	7	-4	-1	0	-0.1	0	1	0	-7	7
COC(=O)C1(O)CC(C(C)C)=NN1C(=O)c1ccccc1 (stereo not drawn)	10	-1	1	2	-0.3	-7	1	-2	7	7
O=c1c2ccccc2nc(SCc2ccc([N+](=O)[O-])cc2)n1CCCO	-7	2	1	2	-0.4	5	0	3	-3	1
C[C@H](O)[C@@H]1CN2CCc3c([nH]c4ccccc34)[C@@H]2C[C@@H]1N(C)C(=O)OCc1ccccc1	8	-3	3	9	11	-9	1	1	5	0
O=C(NCc1ccccc1)c1cccnc1N1CCOCC1	-4	3	4	-4	-0.2	-6	0	2	-3	2
Cc1ccc(S(=O)(=O)Nc2ccc3cc([N+](=O)[O-])ccc3c2[N+](=O)[O-])cc1	2	6	4	1	0.3	0	2	1	-12	4

A different layout for 4 compounds above.
Order of values: TDP2 absorb | DDE Tn6 FP inh | Tn7 DDE FP | PRMT1 FP inh | proKLK7 act | MBD2 DNA inh | LEDGF integ inh | UHRF1 MBD2 ctr | SIAE primary | TCR CD3 inh
Cc1cc2cc(CN(C(=O)C3CC3)C3CCCC3)c3nnnn3c2cc1C
→ 12 | 5 | 6 | -1 | 0.3 | 4 | -5 | 1 | -1 | -4
O=C(NCCCn1ccnc1)c1ccc2nccnc2c1
→ 6 | 1 | -3 | -6 | -0.5 | -1 | 3 | -2 | 5 | 2
Cc1ccc(C)c(-c2cc(C(=O)NNC(=S)NCC(C)C)c3ccccc3n2)c1
→ -4 | -1 | -11 | -1 | 0.4 | 0 | -13 | -6 | 0 | 4
CC(C)(C)c1ccc(C(=O)N2CCC(C(=O)c3ccccc3)CC2)cc1
→ -15 | 2 | 9 | 2 | -0.3 | -1 | -3 | -2 | -11 | 5

Next section.
SMILES	TDP2 absorb	DDE Tn6 FP inh	Tn7 DDE FP	PRMT1 FP inh	proKLK7 act	MBD2 DNA inh	LEDGF integ inh	UHRF1 MBD2 ctr	SIAE primary	TCR CD3 inh
COCCNC(=O)CSc1nc2cc3c(cc2c(=O)n1CCCC(=O)NCCc1ccc(OC)c(OC)c1)OCO3	-3	2	-3	-2	-0.2	-5	5	-1	3	0
O=C1c2ccccc2NC(c2ccccc2F)N1NS(=O)(=O)c1ccccc1 (stereo not drawn)	-9	9	8	5	19*	2	-5	-1	1	-4
CN(C(=O)CN1C(=O)S/C(=C\c2ccccc2Cl)C1=O)C1CCS(=O)(=O)C1 (stereo not drawn)	-9	4	6	0	-0.3	-2	-3	-1	-7	11
Cc1ccc(CSc2ccc(-c3ccco3)nn2)cc1	-7	2	0	33*	0.4	-2	7	0	5	2
O=c1ccc(S(=O)(=O)N2CCCC2)cn1Cc1ccc(F)cc1	1	-5	5	2	0.0	0	1	1	-2	-2
Cc1cc(=O)n2c3ccccc3n(CC(O)CN3CCOCC3)c2c1C#N (stereo not drawn)	7	0	1	2	0.7	0	-3	-1	1	-3
Cc1ncc[nH]1	-10	-7	6	3	-0.7	9	3	2	-2	-2
